# Mtb BioA inh = M. tuberculosis BioA enzyme inhibitors, primary screen, biochemical, plate reader, single point, HTS; inhibition, % at 9.99 µM; 7,8-diaminopelargonic acid synthase BioA (Mycobacterium tuberculosis); 360,000 compounds, 0.096% hits; purified M. tuberculosis BioA enzyme; AID 602481, 2012; in the data active means inhibition above about 40%
# * marks the source's active call; other numbers are inactive results; & = joins results of further samples. A portion of the library; the hit share may differ from the screen's.
# Start of the data: the first eleven compounds, to show the layout:
SMILES,Mtb BioA inh
CC(C)NC(=O)N(C)C[C@H]1Oc2ncc(C#CCc3ccccc3)cc2C(=O)N([C@@H](C)CO)C[C@H]1C,-2.3
COc1ccc(NC(=O)N(C)C[C@H]2OCCCC[C@@H](C)Oc3ccc(NC(=O)NC4CCCCC4)cc3C(=O)N([C@H](C)CO)C[C@H]2C)cc1,-2.4
CC=Cc1ccc2n(c1=O)C[C@@H]1[C@@H](CO)[C@H](C(=O)NCC3CC3)[C@H]2N1Cc1cccnc1 (mixture of isomers),0.4
CCS(=O)(=O)N[C@@H]1C=C[C@H](CC(=O)NC2Cc3ccccc3C2)O[C@H]1CO,-2.2
C[C@H]1CN([C@@H](C)CO)S(=O)(=O)c2ccc(C3=CCCCC3)cc2O[C@H]1CN(C)C(=O)C1CCCCC1,-0.1
Cc1ccccc1S(=O)(=O)NCC[C@@H]1CC[C@H](NC(=O)Nc2cccc(Cl)c2)[C@H](CO)O1,2.5
CCCNC(=O)[C@H]1[C@H](CO)[C@H]2Cn3c(ccc(-c4cccc(OC)c4)c3=O)[C@@H]1N2C(=O)NCCC,0.7
Cc1noc(C)c1NC(=O)N(C)C[C@H]1Oc2ccc(NS(=O)(=O)c3cccs3)cc2CC(=O)N([C@@H](C)CO)C[C@H]1C,-2.0
Cc1ccc(S(=O)(=O)Nc2cccc3c2O[C@H](CN(C)S(=O)(=O)c2ccccc2)[C@@H](C)CN([C@H](C)CO)C3=O)cc1,1.1
O=C(NCC[C@@H]1CC[C@H](NC(=O)C2CCCCC2)[C@H](CO)O1)c1ccc(F)cc1,-1.1
C[C@@H]1CCCCO[C@@H](CN(C)S(=O)(=O)c2ccc(Cl)cc2)[C@H](C)CN([C@H](C)CO)C(=O)c2cc(NS(=O)(=O)c3cn(C)cn3)ccc2O1,0.2

# Main list, from the first entry:
SMILES,Mtb BioA inh
CC(C)NC(=O)N(C)C[C@H]1Oc2ncc(C#CCc3ccccc3)cc2C(=O)N([C@@H](C)CO)C[C@H]1C,-2.3
COc1ccc(NC(=O)N(C)C[C@H]2OCCCC[C@@H](C)Oc3ccc(NC(=O)NC4CCCCC4)cc3C(=O)N([C@H](C)CO)C[C@H]2C)cc1,-2.4
CC=Cc1ccc2n(c1=O)C[C@@H]1[C@@H](CO)[C@H](C(=O)NCC3CC3)[C@H]2N1Cc1cccnc1 (mixture of isomers),0.4
CCS(=O)(=O)N[C@@H]1C=C[C@H](CC(=O)NC2Cc3ccccc3C2)O[C@H]1CO,-2.2
C[C@H]1CN([C@@H](C)CO)S(=O)(=O)c2ccc(C3=CCCCC3)cc2O[C@H]1CN(C)C(=O)C1CCCCC1,-0.1
Cc1ccccc1S(=O)(=O)NCC[C@@H]1CC[C@H](NC(=O)Nc2cccc(Cl)c2)[C@H](CO)O1,2.5
CCCNC(=O)[C@H]1[C@H](CO)[C@H]2Cn3c(ccc(-c4cccc(OC)c4)c3=O)[C@@H]1N2C(=O)NCCC,0.7
Cc1noc(C)c1NC(=O)N(C)C[C@H]1Oc2ccc(NS(=O)(=O)c3cccs3)cc2CC(=O)N([C@@H](C)CO)C[C@H]1C,-2.0
Cc1ccc(S(=O)(=O)Nc2cccc3c2O[C@H](CN(C)S(=O)(=O)c2ccccc2)[C@@H](C)CN([C@H](C)CO)C3=O)cc1,1.1
O=C(NCC[C@@H]1CC[C@H](NC(=O)C2CCCCC2)[C@H](CO)O1)c1ccc(F)cc1,-1.1
C[C@@H]1CCCCO[C@@H](CN(C)S(=O)(=O)c2ccc(Cl)cc2)[C@H](C)CN([C@H](C)CO)C(=O)c2cc(NS(=O)(=O)c3cn(C)cn3)ccc2O1,0.2
Cc1noc(C)c1NC(=O)N(C)C[C@@H]1Oc2cc(C#CCC3CCCC3)ccc2S(=O)(=O)N([C@@H](C)CO)C[C@@H]1C,-1.2
CCNC(=O)C[C@H]1CC[C@@H]2[C@H](COC[C@@H](O)CN2C(=O)c2ccccn2)O1,-1.7
CCC(=O)N1C[C@H]2[C@@H](c3ccccc31)[C@@H](CO)N2Cc1ccccc1Cl,0.0
C[C@@H]1CN([C@H](C)CO)C(=O)c2cc(NC(=O)Nc3ccccc3)ccc2O[C@@H]1CN(C)Cc1ccncc1,0.3
CC(=O)N(C[C@@H]1N[C@@H](CO)[C@H]1c1ccc(-c2cccnc2)cc1)C1CCCC1,1.7&-1.1
COc1ccc(NC(=O)N(C)C[C@@H]2OCCCC[C@@H](C)Oc3ccc(NC(=O)c4ccccc4)cc3C(=O)N([C@@H](C)CO)C[C@H]2C)cc1,1.2
CCCC#Cc1cnc2c(c1)C(=O)N([C@@H](C)CO)C[C@H](C)[C@@H](CN(C)C(=O)Nc1ccc(OC)cc1)O2,-0.1
C[C@@H]1CCCCO[C@@H](CN(C)Cc2ccc(C(=O)O)cc2)[C@H](C)CN([C@@H](C)CO)C(=O)c2cc(N(C)C)ccc2O1,-2.7
CC(C)NC(=O)Nc1ccc2c(c1)C(=O)N([C@H](C)CO)C[C@H](C)[C@H](CN(C)S(C)(=O)=O)OCCCC[C@H](C)O2,-0.8
O=C(N[C@H]1CC[C@@H](CCNC(=O)C2CCCC2)O[C@H]1CO)c1ccncc1,-2.0
C[C@@H]1CN([C@H](C)CO)C(=O)c2cccc(NC(=O)c3ccncc3)c2O[C@@H]1CN(C)Cc1ccncc1,-2.8
COc1ccc(S(=O)(=O)Nc2ccc3c(c2)[C@@H]2C[C@H](CC(=O)O)O[C@@H](CO)[C@@H]2O3)cc1,-2.4
COc1ccc(CNC(=O)C[C@H]2C=C[C@H](NC(=O)c3ccc4c(c3)OCO4)[C@@H](CO)O2)cc1,-1.4
C[C@H]1CN([C@@H](C)CO)C(=O)c2cc(-c3ccncc3)cnc2O[C@@H]1CN(C)C,-0.3
C[C@@H]1CCCCO[C@@H](CN(C)C(=O)C2CCCCC2)[C@H](C)CN([C@@H](C)CO)C(=O)c2cc(NS(=O)(=O)c3ccc(F)cc3)ccc2O1,0.1
O=C(C[C@@H]1CC[C@@H]2[C@H](COC[C@H](O)CN2Cc2ccccc2F)O1)NC1CCC1,-0.3
C[C@@H]1CCCCO[C@H](CN(C)C(=O)C2CCCCC2)[C@H](C)CN([C@@H](C)CO)C(=O)c2cc(NC(=O)C3CCCCC3)ccc2O1,2.5
C[C@H]1CN([C@@H](C)CO)C(=O)c2cc(NC(=O)Cc3cn(C)c4ccccc34)ccc2O[C@@H]1CN(C)C(=O)Nc1ccc(C(F)(F)F)cc1,-2.0
C[C@@H]1CN([C@H](C)CO)S(=O)(=O)c2ccc(C3=CCCC3)cc2O[C@H]1CN(C)C(=O)C1CCOCC1,0.7
COc1ccc(NC(=O)N(C)C[C@H]2Oc3c(NC(=O)c4ccncc4)cccc3C(=O)N([C@@H](C)CO)C[C@@H]2C)cc1,-0.3
Cc1cccc(S(=O)(=O)N2CC[C@@H]3[C@H](CO)N(C)c4ccc(Br)cc4[C@@H]32)c1,34
O=C(C[C@@H]1CC[C@@H]2[C@H](COC[C@H](O)CN2C(=O)Cc2ccccc2)O1)NC1Cc2ccccc2C1,0.1
O=C(C1CCCCC1)N1C[C@H]2[C@@H](c3ccccc31)[C@H](CO)N2C(=O)Cc1ccccn1,-1.1
COc1ccccc1S(=O)(=O)N[C@@H]1CC[C@H](CCNC(=O)C2CCCCC2)O[C@@H]1CO,4.9
C[C@@H]1CCCCO[C@@H](CN(C)C(=O)Nc2ccccc2)[C@H](C)CN([C@H](C)CO)C(=O)c2cc(NC(=O)Nc3cccc4ccccc34)ccc2O1,-0.9
COCCNC(=O)C[C@H]1C[C@@H]2c3cc(NS(=O)(=O)c4ccccc4)ccc3O[C@@H]2[C@H](CO)O1,0.3
Cc1noc(C)c1S(=O)(=O)N(C)C[C@H]1Oc2ccc(NC(=O)NC(C)C)cc2CC(=O)N([C@@H](C)CO)C[C@H]1C,-1.2
CN1C(=O)c2cc(NS(=O)(=O)c3ccc(F)cc3)ccc2OC[C@H]2O[C@H](CC(=O)O)CC[C@@H]21,-1.2
COC(=O)C[C@H]1C[C@@H]2c3cc(NC(=O)CC4CC4)ccc3O[C@@H]2[C@@H](CO)O1,1.2
C[C@H]1CN([C@@H](C)CO)C(=O)c2cccc(NC(=O)Nc3ccc(F)cc3)c2O[C@H]1CN(C)Cc1ccc(C(F)(F)F)cc1,0.3
C[C@@H]1CN([C@H](C)CO)C(=O)c2cc(NC(=O)CCC(F)(F)F)ccc2O[C@@H](C)CCCCO[C@@H]1CN(C)S(=O)(=O)c1ccc(F)cc1,-1.0
CNC[C@H]1Oc2cc(C#CC3CCCCC3)ccc2S(=O)(=O)N([C@@H](C)CO)C[C@H]1C,-5.3
C[C@@H]1CCCCO[C@@H](CN(C)C(=O)Nc2ccc(F)cc2)[C@H](C)CN([C@@H](C)CO)C(=O)c2cc(NC(=O)Nc3ccc(C(F)(F)F)cc3)ccc2O1,-1.4
C[C@@H]1CN([C@H](C)CO)C(=O)c2cc(NC(=O)Nc3ccccc3)ccc2O[C@@H]1CN(C)S(=O)(=O)c1ccccc1,7.4
C[C@@H]1CN([C@@H](C)CO)C(=O)c2cc(NC(=O)Nc3cccc4ccccc34)ccc2O[C@H]1CN(C)Cc1ccc(C(F)(F)F)cc1,-0.8
CCC(=O)N[C@H]1C=C[C@@H](CC(=O)NCc2ccc(OC)cc2)O[C@H]1CO,-1.9
CNC[C@H]1Oc2c(NS(=O)(=O)c3c(C)noc3C)cccc2C(=O)N([C@@H](C)CO)C[C@H]1C,-2.4
C[C@@H]1CN([C@@H](C)CO)C(=O)c2cccc(NC(=O)Nc3ccccc3)c2O[C@H]1CN(C)Cc1ccc(Oc2ccccc2)cc1,5.3
C[C@@H]1CN([C@H](C)CO)C(=O)c2cc(NS(=O)(=O)c3ccc(Cl)cc3)ccc2O[C@@H]1CN(C)Cc1ccc(Oc2ccccc2)cc1,-1.9
O=C(N[C@H]1CC[C@H](CCNS(=O)(=O)c2ccccc2Cl)O[C@H]1CO)c1ccc(F)cc1,-1.6
Cc1nn(C)cc1NC(=O)C[C@H]1CC[C@H]2[C@H](COc3ccc(NC(=O)C4CCOCC4)cc3C(=O)N2C)O1,1.1
C[C@@H](NC(=O)C[C@@H]1C=C[C@@H](NS(=O)(=O)c2cccc(F)c2)[C@H](CO)O1)c1ccccc1,-1.7
Cc1noc(C)c1NC(=O)NCC[C@H]1CC[C@H](NC(=O)Cc2cccnc2)[C@H](CO)O1,3.9
CC(=O)N1[C@@H]2c3ccc(-c4ccccc4)c(=O)n3C[C@@H]2[C@@H](CO)[C@@H]1C(=O)N1CCCCC1,-1.0
COc1ccc(CN(C)C[C@H]2OCCCC[C@@H](C)Oc3ccc(NS(=O)(=O)c4ccc(F)cc4)cc3C(=O)N([C@H](C)CO)C[C@H]2C)cc1,-0.1
CC(C)C#Cc1cnc2c(c1)C(=O)N([C@H](C)CO)C[C@H](C)[C@@H](CN(C)C(=O)CCN1CCCCC1)O2,1.4
Cc1noc(C)c1S(=O)(=O)Nc1ccc2c(c1)C(=O)N([C@H](C)CO)C[C@H](C)[C@@H](CN(C)C(=O)Cc1ccccc1)OCCCC[C@H](C)O2,0.2
C[C@@H]1CN([C@@H](C)CO)C(=O)c2cc(C#Cc3ccncc3)cnc2O[C@H]1CN(C)CC1CCCC1,-0.4
C[C@H](CO)N1C[C@H](C)[C@@H](CN(C)C(=O)Nc2ccc3c(c2)OCO3)Oc2cc(C3=CCCC3)ccc2S1(=O)=O,11
# Next section:
SMILES,Mtb BioA inh
CCCNC(=O)C[C@H]1CC[C@@H]2[C@H](COC[C@H](O)CN2C(=O)Nc2ccccc2OC)O1,-3.8
Cc1ccc(S(=O)(=O)N(C)C[C@@H]2OCCCC[C@H](C)Oc3ccc(NC(=O)Nc4ccc5c(c4)OCO5)cc3C(=O)N([C@H](C)CO)C[C@@H]2C)cc1,-0.4
C[C@@H]1CN([C@@H](C)CO)C(=O)c2cc(-c3ccccc3F)cnc2O[C@@H]1CN(C)Cc1cccc(C(=O)O)c1,-4.0
C[C@@H]1CN([C@H](C)CO)C(=O)c2cccc(NS(C)(=O)=O)c2O[C@H]1CN(C)C(=O)Nc1ccc(F)cc1,0.6
Cc1noc(C)c1NC(=O)Nc1ccc2c(c1)C(=O)N([C@H](C)CO)C[C@H](C)[C@H](CN(C)S(=O)(=O)c1cn(C)cn1)OCCCC[C@@H](C)O2,1.0
C[C@@H]1CCCCO[C@H](CN(C)S(=O)(=O)c2ccc(F)cc2)[C@@H](C)CN([C@@H](C)CO)C(=O)c2cc(NC(=O)Nc3ccc(C(F)(F)F)cc3)ccc2O1,-1.5
C[C@H](CO)N1C[C@H](C)[C@H](CN(C)S(=O)(=O)c2ccccc2)Oc2c(NC(=O)NC3CCCCC3)cccc2C1=O,-1.5
COc1ccc(-c2cnc3c(c2)C(=O)N([C@@H](C)CO)C[C@H](C)[C@H](CN(C)C(=O)C2CCCCC2)O3)cc1,-1.3
C[C@@H]1CCCCO[C@@H](CN(C)Cc2ccncc2)[C@H](C)CN([C@H](C)CO)C(=O)c2cc(NS(C)(=O)=O)ccc2O1,-1.5
COc1ccc(CN(C)C[C@H]2Oc3c(NS(=O)(=O)c4cn(C)cn4)cccc3C(=O)N([C@@H](C)CO)C[C@@H]2C)cc1,-1.0
Cc1ccc(S(=O)(=O)Nc2ccc3c(c2)C(=O)N([C@H](C)CO)C[C@@H](C)[C@H](CN(C)C)OCCCC[C@@H](C)O3)cc1,-0.7
C[C@H](CO)N1C[C@H](C)[C@H](CN(C)S(=O)(=O)c2cn(C)cn2)OCCCC[C@H](C)Oc2ccc(NS(=O)(=O)c3ccc(Cl)cc3)cc2C1=O,-3.7
CC(=O)N1CCCCN2[C@H](CO)[C@H](c3ccc(-c4cccc(C(=O)N(C)C)c4)cc3)[C@H]2C1,4.4
C[C@H](CO)N1C[C@H](C)[C@@H](CN(C)Cc2ccc3c(c2)OCO3)Oc2c(NS(=O)(=O)c3ccccc3)cccc2C1=O,-0.7
O=C(Cc1ccccn1)NCC[C@@H]1CC[C@H](NC(=O)Nc2ccc(Cl)cc2)[C@H](CO)O1,-0.5
C[C@@H]1CN([C@@H](C)CO)C(=O)Cc2cc(NC(=O)Nc3ccc(C(F)(F)F)cc3)ccc2O[C@@H]1CN(C)S(C)(=O)=O,3.1
COCC#Cc1ccc2c(c1)O[C@@H](CN(C)C(=O)Nc1ccccc1F)[C@H](C)CN([C@H](C)CO)S2(=O)=O,-5.7
CC(C)NC(=O)N(C)C[C@H]1Oc2ncc(C#Cc3ccccc3F)cc2C(=O)N([C@H](C)CO)C[C@H]1C,-0.1
